Assay outcomes (PubChem)
VHR inh abs – inhibitors of human VHR1 phosphatase (DUSP3) | 290,000 compounds, 0.52% hits | P51452 | inhibition, % at 13.3 µM | recombinant VHR phosphatase, pNPP absorbance; in the data active means inhibition above about 50%; further: some compounds called inactive have numbers as strong as hits
Target sequence (P51452 whole entry, looked up): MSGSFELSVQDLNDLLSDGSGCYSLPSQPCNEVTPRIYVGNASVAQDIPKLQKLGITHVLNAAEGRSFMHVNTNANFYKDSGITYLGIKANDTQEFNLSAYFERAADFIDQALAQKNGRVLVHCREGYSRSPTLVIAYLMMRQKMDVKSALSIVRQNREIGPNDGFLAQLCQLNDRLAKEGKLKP
GDH-TPI inh – inhibits GDH-TPI coupling enzymes, artifact for Mtb FBA screen; inhibition, % at 4.8 µM; 360,000 compounds, 1.2% hits; AID 588335; GDH-TPI coupled enzyme counterscreen, NADH absorbance;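 further: 0% = DMSO wells and 100% = wells lacking the enzyme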
BoNT-F LC inh – inhibitors of Botulinum neurotoxin F light chain protease; Multiplex microsphere protease cleavage assay, flow cytometry; inhibition, % at 10 µM; 360,000 compounds, 0.22% hits; in the data active means inhibition above about 35%, passing the limit was not always enough; inconclusive means no clear call, values can overlap the other calls; further: plate controls were buffer without enzyme for full effect and enzyme alone for no effect
FBA Mtb inh – Mtb fructose-bisphosphate aldolase inhibition; P9WQA3; purified M. tuberculosis FBA, fluorescence read-out; inhibition, % at 1 µM; 360,000 compounds, 2.3% hits; in the data active means inhibition above about 27%;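 further: 0% = vehicle and 100% = reference inhibitor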
MazF activator – MazEF (E. coli) toxin RNase activation; P0AE70; FAM/BHQ RNA-DNA oligo cleavage fluorescence, 5 h; activation, % at 20 µM; 350,000 compounds, 0.32% hits; AID 504720; in the data active means activation above about 50%
Target sequence (P0AE70 whole entry, looked up): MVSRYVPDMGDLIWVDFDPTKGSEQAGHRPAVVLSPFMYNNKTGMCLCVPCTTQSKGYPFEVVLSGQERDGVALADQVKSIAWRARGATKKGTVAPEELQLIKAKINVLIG
CCHF vOTU inh – blocks the CCHF virus ovarian tumor domain protease; inhibition, % at 11.5 µM; 370,000 compounds, 0.55% hits; CCHFV vOTU protease, Pep-AMC fluorescence; further: 0% = vehicle wells with enzyme and 100% = no enzyme wells
BioA inh – blocks M. tuberculosis BioA enzyme activity; purified M. tuberculosis BioA enzyme, plate reader; inhibition, % at 9.99 µM; 360,000 compounds, 0.096% hits; AID 602481; in the data active means inhibition above about 40%; inconclusive means no clear call, values can overlap the other calls
FadD28 FP inh – M. tuberculosis FadD28 bisubstrate binding inhibition; inhibition, % at 12.5 µM; AID 588549; 360,000 compounds, 0.22% hits; FadD28 bisubstrate probe binding, fluorescence polarization; in the data active means inhibition above about 8.5%, passing the limit was not always enough; inconclusive means no clear call, values can overlap the other calls
Mtb UGM inh – Mtb UDP-galactopyranose mutase inhibition; P9WIQ1; purified UGM, fluorescence polarization probe displacement; inhibition, % at 10 µM; 320,000 compounds, 0.06% hits; AID 504406; in the data active means inhibition above about 10%, passing the limit was not always enough; inconclusive means no clear call, values can overlap the other calls
Rv3671c protease – inhibits the M. tuberculosis serine protease Rv3671c | inhibition, % at 5.96 µM | P9WHR9 | AID 2606 | 320,000 compounds, 0.048% hits; in the data active means inhibition above about 38%;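 further: extracellular domain of Rv3671c used as enzyme; 0% = enzyme with DMSO and 100% = no enzyme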
Target sequence (P9WHR9 whole entry, looked up, the tested form may be a part): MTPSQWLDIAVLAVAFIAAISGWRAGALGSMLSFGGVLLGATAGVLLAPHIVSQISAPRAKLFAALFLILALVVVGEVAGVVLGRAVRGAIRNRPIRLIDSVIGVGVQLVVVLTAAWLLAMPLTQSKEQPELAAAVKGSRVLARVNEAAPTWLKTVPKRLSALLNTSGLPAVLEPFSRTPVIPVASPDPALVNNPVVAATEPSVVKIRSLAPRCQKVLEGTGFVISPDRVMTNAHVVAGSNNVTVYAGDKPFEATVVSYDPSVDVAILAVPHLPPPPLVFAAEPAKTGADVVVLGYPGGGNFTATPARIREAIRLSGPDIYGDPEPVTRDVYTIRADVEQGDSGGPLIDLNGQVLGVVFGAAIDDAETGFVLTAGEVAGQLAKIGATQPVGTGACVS
* hit, by the source's call; ? = inconclusive; / = not tested or not shown; & = joins results of further samples. Unless noted, no stated cut-off is given here; in the data, active means inhibition above about 30%; inactive means the rest. Hits appear at their usual frequency; any-hit rate near 4.9%.

Value order: BoNT-F LC inh	GDH-TPI inh	CCHF vOTU inh	BioA inh	Rv3671c protease	Mtb UGM inh	MazF activator	FadD28 FP inh	VHR inh abs	FBA Mtb inh
- CNC(=O)C[C@H]1C(=O)N(c2ccc(Br)cc2)C[C@@H]1C
→ 5	0	-6	0.6	/	/	0	-3.3	/	-2
- COc1ccc(CC(=O)NCCN2CCOCC2)cc1
→ 7	8	4	0.1	-2	-1.4	12	-2.0	18	26
- CCN(CC)CCCNc1nc(C)cc(COC)c1C#N
→ -4	6	-43	/	3	1.2	14	-1.0	-8	76*
- OC(CN1CCN(c2ccc(F)cc2)CC1)c1ccc(Cl)cc1 (stereo not given)
→ 10	1	-9	0.2	12	0.1	6	0.0	6	-1
- CCN(CC)S(=O)(=O)c1ccc2[nH]c(=O)cc(C(=O)NCC3CCCO3)c2c1 (stereo not given)
→ -7	1	-8	0.9	9	-1.5	5	-3.2	/	1
- CCOC(=O)N1CCN(C(=O)C2CCN(S(=O)(=O)c3cc(C)ccc3OC)CC2)CC1
→ -1	-1	-16	0.0	-4	3.2	5	-0.1	2	1
- COc1ccc(-c2nnc(SCc3nc4ccccc4s3)n2C(C)C)cc1
→ -3	-2	4	7.3	7	1.1	-3	-3.2	-16	2
- N#Cc1ccccc1OCC(=O)NC(=O)NCc1ccccc1
→ -6	3	0	/	-1	-4.0	11	-3.0	47	3
- Cc1cc(C(C)(C)C)c(OC(=O)[C@@H]2OC(c3ccccc3)=C[C@H]2c2ccccc2)c(C(C)(C)C)c1
→ 4	8	-3	0.0	-10	3.3	1	-0.1	/	-1
- CCOCCCNC(=O)CCc1nnc2n(CCC(C)C)c(=O)c3ccccc3n12
→ 12	-8	-2	2.3	-3	2.1	4	-4.0	-5	5
- COc1ccc(CN(C)C(=O)c2cc(S(=O)(=O)N3CCCCCC3)ccc2OC)cc1OC
→ 3	7	-10	1.0	1	-2.3	11	-2.0	-10	0
- CC(C)CC(=O)Nc1ccc(C(=O)CN2C(=O)NC3(CCOc4ccccc43)C2=O)cc1 (stereo not given)
→ -5	13	15	-0.3	-17	1.6	-1	-1.9	/	4
- O=C(CN(C(=O)c1ccco1)c1cccc(F)c1)NCc1ccc(F)cc1
→ -2	-4	12	0.4	4	1.8	5	-3.9	15	-11
- O=C(CN1CCN(Cc2ccccc2)CC1)N1CCCCCC1
→ -2	-1	8	/	-1	0.2	2	0.5	5	-3
- COc1ccc2nc(SCC(=O)NC3CC3)c(C#N)cc2c1
→ 2	3	9	0.6	-7	0.8	11	/	6	3
- COc1ccc(C(=O)OC2CC3CCC(C2)[N+]3(C)[O-])cc1OC (stereo not given)
→ 24	12	2	-1.0	-4	-0.4	-3	-2.1	15	6
- O=C(CCl)Nc1cc2[nH]c(=O)[nH]c2cc1Br
→ -8	-9	12	/	12	0.5	3	-4.4	1	2
- CCOc1cccc2cc(C(=O)NCc3ccc(C)cc3)c(=N)oc12
→ 7	-2	-1	0.3	11	-2.3	3	-4.1	15	-4
- CS(=O)(=O)Cc1ccc(C(=O)NNC(=O)c2cc(-c3ccccc3)n[nH]2)cc1
→ 4	5	-10	-1.6	1	-0.5	2	-2.1	/	-4
- COc1cccc(CC(NC(C)=O)C(=O)NC2CCN(c3c4c(nc5ncnn35)CCC4)CC2)c1 (stereo not given)
→ -11	1	6	0.1	/	/	12	-2.9	/	-2
- CC(Sc1nnc(COc2ccc(Cl)cc2)n1Cc1ccco1)C(=O)N1CCNC1=O (stereo not given)
→ 6	1	9	3.3	2	/	-27	-2.0	/	0
- COc1nccnc1NS(=O)(=O)c1ccc(NC(=O)c2ccccc2Br)cc1
→ -3	-1	14	-0.2	-1	-2.8	7	0.3	14	1
- COc1ccc(C2=CC3=C(Br)C(=O)C(C)(O)C(=O)C3=CO2)cc1 (stereo not given)
→ -14	19	/	-0.8	2	-2.2	-28	3.7	-4	3
- S=c1nccc(-c2ccc3c(c2)CCO3)[nH]1
→ ?	49*	13	-1.1	1	-0.4	5	-2.1	14	4
- O=C(Nc1nc2ccccc2n1Cc1ccc(Cl)cc1)c1ccco1
→ -14	22	-8	/	1	0.8	-19	0.5	19	3
- Cc1ccc(NC(=O)c2ccco2)cc1C
→ 0	2	3	0.0	3	0.0	-3	-2.2	15	-4
- O=C(CSc1nc2ccccc2c(=O)n1-c1ccccc1F)NC1CCS(=O)(=O)C1 (stereo not given)
→ 2	-5	3	10	1	-1.2	3	-2.5	/	-1
- Cc1cc(-c2cccnc2)c(C#N)c(SCC#N)n1
→ -10	10	6	6.3	-9	2.3	-10	-0.3	-12	4
- CCOC(=O)c1ccc(NC(=O)Cn2cc3c(n2)CCC(C)C3)cc1 (stereo not given)
→ -6	-9	2	0.3	-5	2.1	0	-4.8	28	0
- COCc1cc(C)nc(OCC(=O)N/N=C/c2ccccc2)c1C#N
→ -2	-4	-16	/	-8	-0.6	-2	0.2	-5	6

2 records picked at random from those above:
Value order: BoNT-F LC inh	GDH-TPI inh	CCHF vOTU inh	BioA inh	Rv3671c protease	Mtb UGM inh	MazF activator	FadD28 FP inh	VHR inh abs	FBA Mtb inh
- COc1cccc(CC(NC(C)=O)C(=O)NC2CCN(c3c4c(nc5ncnn35)CCC4)CC2)c1 (stereo not given)
→ -11	1	6	0.1	/	/	12	-2.9	/	-2
- COc1ccc(C2=CC3=C(Br)C(=O)C(C)(O)C(=O)C3=CO2)cc1 (stereo not given)
→ -14	19	/	-0.8	2	-2.2	-28	3.7	-4	3

More structures.
Value order: BoNT-F LC inh	GDH-TPI inh	CCHF vOTU inh	BioA inh	Rv3671c protease	Mtb UGM inh	MazF activator	FadD28 FP inh	VHR inh abs	FBA Mtb inh
- COC(OC)c1ccnc(-c2ccc(OC(=O)c3cccs3)cc2)n1
→ -1	-12	6	4.5	7	-0.1	2	-2.3	13	3
- O=C(C1CCCCC1)N1C[C@H](n2cc(C3CC3)nn2)[C@@H](O)C[C@@H]1c1ccc(Cl)cc1
→ 1	11	5	-1.9	/	/	1	-0.6	/	1
- O=C(c1ccc(S(=O)(=O)c2ccccc2Cl)c([N+](=O)[O-])c1)N1CCCCCC1
→ 2	2	-6	/	-4	1.7	3	-0.5	8	1
- Cc1ccc(N2CC(C(=O)Nc3nnc(SCC(=O)N4CCOCC4)s3)CC2=O)cc1 (stereo not given)
→ 1	-8	5	-0.7	5	3.2	0	-2.7	19	-2
- CC(C)COc1ccc(CNC(=S)NCc2ccccc2)cc1
→ -16	5	-1	-0.6	-23	0.3	-3	1.6	24	-1
- O=C(Nc1ccccc1C(=O)N/N=C/c1ccc(F)cc1)c1ccccc1Br
→ -4	5	-12	-0.2	-15	-2.5	11	-12	24	1
- Cc1ccc(C)c(S(=O)(=O)N2CCN(C(=O)CCNC(=O)c3ccc(Br)cc3)CC2)c1
→ -3	-2	-13	-0.9	-1	4.6	4	-4.3	/	0
- CC1CCN(CCCNC(=O)c2ccc3c(Cl)c4c(nc3c2)CCCC4)CC1
→ -13	-14	-3	/	3	0.6	16	-4.2	-3	1
- C[C@H](CO)N1C[C@H](C)[C@@H](CN(C)Cc2ccc(-c3ccccc3)cc2)Oc2ccc(NC(=O)Cn3cnnn3)cc2C1=O
→ -2	-4	10	-3.3&0.7	-2	/	1	-3.7	/	-4
- CC(=O)N1N=C(c2cccs2)CC1c1cccs1 (stereo not given)
→ 5	1	1	/	-8	0.8	9	-0.3	14	6
- O=C(c1cccc(S(=O)(=O)Nc2ccc(F)cc2)c1)N1CCC1
→ -10	10	7	-0.6	4	-0.3	5	-1.7	/	-1
- COc1ccc(-c2nnc(SC(C)C(=O)Nc3nccs3)n2Cc2ccccc2)cc1OC (stereo not given)
→ -6	-8	-2	19	-13	0.1	-2	-4.4	6	1
- COc1cc2c(cc1OC)CN(C(=O)c1cc(C3CC3)nn1-c1ccccc1)CC2
→ 1	-1	9	1.6	-9	1.9	4	-4.8	/	0
- O=c1oc2cc(OCCO)ccc2c2c1CCCC2
→ ?	5	-34	2.0	6	2.2	10	-3.0	8	60*
- Cc1ccc(C(=O)NC2CCN(C(=O)Nc3ccccc3)CC2)cc1
→ 6	3	13	0.6	-4	-1.1	4	-1.7	39	-3
- CCc1ccc(NC(=O)C/C(C)=N/NC(=O)COc2ccccc2C)cc1
→ -3	-2	-10	0.4	-1	2.1	3	-1.2	24	0
- CCc1nc2ccccc2c(C(=O)OCC(=O)NCCCN2CCCC2=O)c1C
→ 10	-1	4	2.8	-1	2.0	-3	-0.7	17	-4
- Cc1c(Cl)cccc1NC(=O)NCc1ccncc1
→ -2	2	-5	0.5	1	0.6	-4	1.7	27	1
- Cc1ccc(-c2ccc(=O)n(Cc3cccc(Br)c3)n2)cc1
→ -2	8	-1	0.5	-12	2.2	-9	-2.6	-12	6
- Cc1csc(NC(=O)c2cc(C)oc2C)n1
→ -10	0	4	0.3	0	-1.5	-10	-3.7	12	0
- COc1ccc(Cl)cc1-c1cc(C(=O)NCc2ccccc2)[nH]n1
→ -3	8	-4	-0.3	/	/	/	-7.4	/	0
- COc1ccccc1CC(NC(C)=O)C(=O)NC1CCN(C(=O)Nc2cccc(F)c2)CC1 (stereo not given)
→ 6	-7	0	0.3	/	/	12	-3.2	39	1
- CCOc1cc(CNC(C)(C)CO)cc(Br)c1OCc1ccc(Cl)cc1Cl
→ -31	4	6	0.2	1	-1.0	8	-13	10	0
- Cc1ccc[n+](C(C)C(=O)c2ccc(-c3ccccc3)cc2)c1 (stereo not given)
→ 3	12	9	-1.3	10	-3.1	-2	-1.7	1	5
- COc1ccccc1Cc1c(C2CCCCC2)nc2ccc(Br)cn12
→ -31	/	3	1.1	/	/	/	-7.1	/	2
- CCN(C(=O)CSc1nnc(-c2ccncc2)n1Cc1ccccc1)C1CCS(=O)(=O)C1 (stereo not given)
→ 1	21	7	/	8	-1.9	3	-2.7	13	-2
- CCOc1ccc(C2C(C(=O)C3CC3)N3C=C(C#N)C=CC3C2(C#N)C#N)cc1 (stereo not given)
→ /	/	-13	/	-11	0.8	/	/	19	/
- CCN(C(=O)COC(=O)/C=C/c1cnc2ccccc2n1)c1ccccc1
→ -1	10	11	/	-1	2.6	4	1.7	16	1
- CCCC(=O)Nc1ccc(-c2nc3cc(C)c(C)cc3o2)cc1
→ 1	24	-17	0.2	-53	4.9	-2	1.2	15	87*
- CCNc1nc(N)nc(Oc2ccc(OCCOc3ccc(Cl)cc3Cl)nn2)n1
→ 7	3	-9	1.1	-8	-2.0	-2	-5.3	17	-3
